# Compound activity (PubChem BioAssay)
# NS3 helicase inh: inhibitors of HCV NS3 helicase, primary screen, biochemical, Cy5 molecular beacon fluorescence; NS3 helicase DNA unwinding; inhibition, % at 10.9 µM; 0.56% of 290,000 active; AID 1800, 2009;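 active = inhibition above the mean of all tested compounds plus 3 SD, set per campaign, cut at about 35% in these data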;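 note: 0% = DMSO wells and 100% = thioflavine S control wells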
#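 System: HCV NS3 helicase fragment; control set: DMSO and thioflavine S; technique: Cy5 fluorescence at 0 and 60 min, beacon hairpin quenching; reagent: beacon DNA duplex substrate plus ATP; replicates: singlicate; schedule: 1 h reaction at 25 °C, ATP-initiated; medium: MOPS buffer pH 6.5 with MgCl2, DTT, Tween20, BSA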
# UBC9 SUMO inh: inhibitors of in vitro SUMOylation cascade, primary screen, biochemical, HTRF, uHTS; SUMO-conjugating enzyme UBC9 (Homo sapiens), P63279; HTRF SUMOylation assay, SAE1/SAE2 + UBC9; inhibition, % at 35 µM; 0.36% of 290,000 active; in the data active = inhibition above about 50%, passing the limit was not always enough; note: strong numbers were not always called active
# PfM18AAP inh: PfM18AAP inhibitors, malaria aminopeptidase, primary screen, biochemical, QFRET, recombinant enzyme | inhibition, % at 7.35 µM | H-Glu-NHMec fluorogenic cleavage | M18 aspartyl aminopeptidase (Plasmodium falciparum 3D7) | 1.2% of 290,000 active;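 active = inhibition above the campaign mean inhibition over all tested compounds plus 3 SD, cut at about 28% in these data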;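 note: 0% = plate median of test compound wells and 100% = 2 mM ZnCl2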
# IDE cell inh: human IDE inhibitors in live cells, primary screen, fluorescence polarization, HEK cells, FAbetaB substrate; inhibition, % at 5.59 µM; Insulin-degrading enzyme (Homo sapiens), P14735; 0.41% of 320,000 active; FAbetaB cleavage; AID 434962, 2010;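 active = percent inhibition above the average of all tested compounds plus 3 SD, set per screening campaign, cut at about 16% in these data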;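 note: IDE supplied by intact live HEK cells; FP after avidin binding of uncleaved biotin substrate so inhibition keeps polarization high; 0% = DMSO wells and 100% = 60 µM reference IDE inhibitor Ii1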
# Target sequence (P14735 whole entry, looked up): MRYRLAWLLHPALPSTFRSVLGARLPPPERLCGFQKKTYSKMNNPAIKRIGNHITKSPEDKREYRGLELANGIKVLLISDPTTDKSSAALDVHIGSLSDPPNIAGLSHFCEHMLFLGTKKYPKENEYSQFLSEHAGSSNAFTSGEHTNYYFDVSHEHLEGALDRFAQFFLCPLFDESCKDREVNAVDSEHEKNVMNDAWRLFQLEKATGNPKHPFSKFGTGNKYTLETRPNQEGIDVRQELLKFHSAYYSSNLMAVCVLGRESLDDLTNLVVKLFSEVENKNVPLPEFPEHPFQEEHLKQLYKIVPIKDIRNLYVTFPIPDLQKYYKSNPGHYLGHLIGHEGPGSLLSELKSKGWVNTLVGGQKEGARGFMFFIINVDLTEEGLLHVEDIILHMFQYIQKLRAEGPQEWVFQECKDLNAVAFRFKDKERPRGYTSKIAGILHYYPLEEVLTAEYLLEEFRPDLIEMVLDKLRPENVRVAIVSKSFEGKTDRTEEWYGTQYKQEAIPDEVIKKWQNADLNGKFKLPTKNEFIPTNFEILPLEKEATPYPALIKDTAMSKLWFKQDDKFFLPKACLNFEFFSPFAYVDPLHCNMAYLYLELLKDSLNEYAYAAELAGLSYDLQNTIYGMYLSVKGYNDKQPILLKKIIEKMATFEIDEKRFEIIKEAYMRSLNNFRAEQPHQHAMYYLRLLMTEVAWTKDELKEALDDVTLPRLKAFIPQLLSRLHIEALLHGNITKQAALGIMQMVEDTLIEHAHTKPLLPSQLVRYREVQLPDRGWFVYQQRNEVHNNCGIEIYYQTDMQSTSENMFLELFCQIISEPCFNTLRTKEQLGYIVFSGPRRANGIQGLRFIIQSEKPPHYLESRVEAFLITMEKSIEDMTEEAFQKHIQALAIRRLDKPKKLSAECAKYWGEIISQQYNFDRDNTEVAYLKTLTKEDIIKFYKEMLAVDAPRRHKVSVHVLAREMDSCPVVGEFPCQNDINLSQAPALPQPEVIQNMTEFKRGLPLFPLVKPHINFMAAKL
# p-CIP stab down: p/CIP-EGFP fusion destabilizers, primary screen, fluorescence, F442A cells; 16 h; Q05BA5; decrease of EGFP signal, % at 10 µM; 0.01% of 290,000 active;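 active = EGFP signal decrease of at least 30% at 10 µM or well 3 SD below plate mean, unless failing retest; inactive = the rest, including hits failing retest or dose response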; note: some compounds called inactive have numbers as strong as hits; many of its hits are not listed in these tables
# DNA FID counter: compounds displacing fluorescent DNA intercalator, primary screen, artefact control for HCV NS3 helicase inhibitor project, biochemical, FID fluorescence | 0.17% of 290,000 active | inhibition, % at 7.9 µM | DNA fluorescent intercalator displacement; in the data active = inhibition above about 37%;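 note: 0% = vehicle and 100% = reference compound; higher means more ethidium bromide displaced from hairpin DNA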
# IDE cell activ: human IDE activators in live cells, primary screen, fluorescence polarization, HEK cells, FAbeta-B substrate; Insulin-degrading enzyme (Homo sapiens), P14735; FAbeta-B cleavage; 0% vehicle, 100% cell-free pure enzyme wells; activation, % at 5.96 µM; 0.073% of 340,000 active; AID 493087, 2011;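 active = activation above the mean of all tested compounds plus 3 SD, set per screening campaign, cut at about 17% in these data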
# IMP-1 inh: IMP-1 metallo-beta-lactamase inhibitors, primary screen, biochemical, epi-absorbance readout, Pseudomonas aeruginosa enzyme. metallo-beta-lactamase IMP-1 (Pseudomonas aeruginosa). purified IMP-1, nitrocefin hydrolysis, epi-absorbance fluorescence. inhibition, % at 5.6 µM. 0.45% of 290,000 active. AID 1556, 2009;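 active = inhibition above the mean plus 3 SD of all compounds in the same screening run, cut at about 4.5% in these data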;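 note: 0% = IMP-1 with DMSO and 100% = DMSO wells lacking enzyme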
#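 assay system = purified recombinant IMP-1 metallo-beta-lactamase enzyme | schedule = 15 min preincubation plus 25 min reaction at 25 °C | signal = Epi-absorbance fluorescence, 480 nm excitation, 530 nm emission | read-out basis = percent inhibition from optical density relative to buffer-blank wells | controls = IMP-1 with DMSO as 0%, enzyme-free DMSO as 100%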
# VIM-2 inhibitor: VIM-2 metallo-beta-lactamase inhibitors, primary screen, biochemical, epi-absorbance readout, Pseudomonas aeruginosa enzyme; purified VIM-2, nitrocefin hydrolysis, epi-absorbance fluorescence; inhibition, % at 5.6 µM; 0.89% of 290,000 active; AID 1527, 2009;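 active = inhibition above the mean of all tested compounds plus 3 SD, cutoff set per screening run, cut at about 7.5% in these data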;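 note: red hydrolysis product quenches plate fluorescence so inhibitors raise well fluorescence; 0% = enzyme with DMSO and 100% = DMSO without enzyme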
# Active calls of the source: *; x = not tested or not shown; & = joins results of further samples.
1. CC(C)Oc1ccc(NC(=O)Oc2ccccc2)cc1
2. COc1cc2c(cc1OC)-c1cc(Nc3ccc(C)cc3)nc(=O)n1CC2
3. Cc1ccc(N(CC(=O)NC2CCCCC2)C(=O)CCC(=O)Nc2nccs2)cc1
4. Cc1ccc(S(=O)(=O)N/N=C/c2ccc(OS(=O)(=O)c3ccc(C)c([N+](=O)[O-])c3)cc2)cc1
5. CN(C)CCN(C(=O)c1ccc(S(=O)(=O)N2CCc3ccccc32)cc1)c1nc2ccc(F)cc2s1
6. Cc1ccc(N2CCN(S(=O)(=O)c3ccc(Cl)s3)CC2C)cc1 (stereo unspecified)
7. COc1ccc(CCn2c(SCCN3CCCCC3)nc3ccccc3c2=O)cc1OC
8. Cc1cccc(-c2nnc(SCC#N)n2-c2cccc(Cl)c2)c1
9. CC1(C)CC2CC(C)(CN2Cc2cccc([N+](=O)[O-])c2)C1 (stereo unspecified)
10. COc1ccc(CNC(=O)C23CN(Cc4ccccc4)CC2C(c2ccc([N+](=O)[O-])cc2)=NO3)cc1 (stereo unspecified)
Compound	1	2	3	4	5	6	7	8	9	10
NS3 helicase inh	0	0	-5	1	25	-3	-18	0	-5	-19
UBC9 SUMO inh	3	-7	8	-11	6	-38	6	-1	4	22
PfM18AAP inh	-4	6	2	6	1	3	-11	1	-12	-4
IDE cell inh	2	-5	4	1	4	-1	7	4	x	-3
p-CIP stab down	-9	-6	-5	-2	-3	0	-15	-5	-2	-8
DNA FID counter	-3	-22	-50	8	-19	-21	24	-19	8	-5
IDE cell activ	6	5	-2	3	8	5	0	6	1	4
IMP-1 inh	-1.9	-2.5	-4.0	-4.6	-1.6	-3.0	-2.5	-2.8	-0.1	0.7
VIM-2 inhibitor	-3.1	2.1	-2.2	-0.7	-1.3	-1.4	75*	-3.1	0.1	1.3

# Overlap with the part before: 2 compounds, then new ones.
9. CC1(C)CC2CC(C)(CN2Cc2cccc([N+](=O)[O-])c2)C1 (stereo unspecified)
10. COc1ccc(CNC(=O)C23CN(Cc4ccccc4)CC2C(c2ccc([N+](=O)[O-])cc2)=NO3)cc1 (stereo unspecified)
11. COC(=O)c1[nH]c2cccc(OC)c2c1NC(=O)CCN1CCN(c2cccc(Cl)c2)CC1
12. Cc1c(C(=O)N2CCN(c3ccc([N+](=O)[O-])cc3)CC2)sc2ncn(CC(=O)N3CCOCC3)c(=O)c12
13. Cc1ccc2nc(NC3=NC(CC(=O)O)C(=O)N3)nc(C)c2c1 (stereo unspecified)
14. Cc1occc1C(=O)N/N=C/C1=C(N2CCOCC2)C(=C\c2ccc(Cl)cc2)/CC1
15. O=C(Cn1ncc2c3ccccc3n(Cc3cccc(Cl)c3)c2c1=O)NCC1CCCO1 (stereo unspecified)
16. O=C(CNc1cccc([N+](=O)[O-])c1)NCCCc1ccccc1
17. CCOC(=O)[C@H](O)[C@@H](O)c1cccc([C@H](O)[C@@H](O)C(=O)OCC)c1
18. CC(C)(C)NC(=O)c1cc(NC(=O)c2cccs2)cc(NC(=O)c2cccs2)c1
19. Cc1ccc(C23CC4CC(CC(NC(=O)N5CCN(C)CC5)(C4)C2)C3)cc1
20. Cc1cccc(C2C3=C(Nc4[nH]n(-c5ccccc5)c(=O)c42)c2ccccc2C3=O)c1 (stereo unspecified)
Compound	9	10	11	12	13	14	15	16	17	18	19	20
NS3 helicase inh	-5	-19	-15	12	4	5	11	-7	8	1	-38	24
UBC9 SUMO inh	4	22	15	14	11	13	33	1	9	4	5	18
PfM18AAP inh	-12	-4	1	5	4	5	4	-10	-5	2	3	-4
IDE cell inh	x	-3	x	7	-1	4	5	-2	-3	-7	-2	x
p-CIP stab down	-2	-8	-4	-14	11	-15	-2	-11	1	-7	-12	0
DNA FID counter	8	-5	-41	-27	-3	-7	-30	-6	0	-19	14	-11
IDE cell activ	1	4	x	-1	x	-1	1	3	4	4	-5	4
IMP-1 inh	-0.1	0.7	-2.1	-1.9	-2.4	-1.7	-2.4	-0.2	0.9	-1.8	0.8	-3.2
VIM-2 inhibitor	0.1	1.3	-1.7	-1.3	-0.4	-2.1	-4.2	1.5	-0.7	-3.0	-1.9	-2.3

21. CC(C)(C)OC(=O)N[C@@H](Cc1ccccc1)c1nnc(S(=O)(=O)Cc2cccc(F)c2)o1
22. O=C(Cn1cnc2ccccc2c1=O)c1ccc(Cl)cc1
23. Cc1ccc(-c2nc(CS(=O)CC(=O)NCCC(C)C)c(C)o2)cc1 (stereo unspecified)
24. Cn1cc(-c2nnnn2-c2ccc(Cl)cc2)c(=O)c2ccccc21
25. CC(C)CNc1nc(Oc2ccc(=O)n(-c3ccccc3)n2)nc(N2CCOCC2)n1
26. COc1ccc(OCc2nnc(SCC(=O)NCc3ccco3)o2)cc1
27. CC1(C)Cc2c(cnn2-c2cccc(F)c2)C(NC(=O)CCN2CCCC2=O)C1 (stereo unspecified)
28. NC(=O)N/N=C/c1cn(CC(=O)Nc2ccc(F)cc2)c2ccccc12
29. CC(=O)c1ccc(N(CC(=O)NCC2CCCO2)C(=O)CCC(=O)Nc2cc(C)on2)cc1 (stereo unspecified)
30. Cc1cc(C)n2nc(-c3ccc(Cl)cc3)cc2n1
Compound	21	22	23	24	25	26	27	28	29	30
NS3 helicase inh	-1	7	-3	4	-2	5	-3	-11	4	1
UBC9 SUMO inh	30	2	20	10	0	7	2	14	-7	-18
PfM18AAP inh	-121	6	-3	0	-10	0	0	-3	-5	0
IDE cell inh	1	x	1	1	2	-4	0	9	2	-1
p-CIP stab down	-10	-16	-4	7	-2	1	2	3	-24	1
DNA FID counter	-30	-13	-26	-2	-25	-8	-19	3	-15	-20
IDE cell activ	x	-1	5	4	0	-3	4	x	4	-9
IMP-1 inh	-2.4	-2.5	-3.9	-1.5	-0.3	-0.7	-0.9	-0.2	-2.8	-1.3
VIM-2 inhibitor	-1.6	-2.5	-0.5	1.1	-0.6	-0.2	-3.5	0.1	-2.3	-0.4

31. CCN(CC)CCCNC(=S)N(Cc1cccnc1)Cc1cc2cc(C)cc(C)c2[nH]c1=O
32. CC(=O)Nc1ccc(C(=O)OCCc2ccccc2)cc1
33. COc1ccc(NC(=S)Nc2ccc(Oc3ccccc3)cc2)cc1
34. Cc1ccccc1OCC(=O)NCCNC(=O)c1ccncc1
35. CN1CCN(CC(=O)Nc2c(C#N)cnn2-c2ccccc2)CC1
36. N/C(=N\N=C\c1ccc(O)cc1)c1nonc1N
37. NC(N)=NC(=O)c1nc(Cl)c(N)nc1N
38. CN(C)c1ccc(NC(=O)c2cccc(C(=O)Nc3ccc(N(C)C)cc3)n2)cc1
39. O=C(Cc1cccc(C(F)(F)F)c1)NCc1cccc(Cl)c1
40. COc1ccc(-c2[nH]ncc2CN2CCCO2)cc1F
Compound	31	32	33	34	35	36	37	38	39	40
NS3 helicase inh	-10	-2	-11	21	7	-1	9	-20	-6	-7
UBC9 SUMO inh	18	-10	-29	-7	-8	-7	3	-4	-9	16
PfM18AAP inh	-13	1	-5	3	-12	-1	-2	7	1	-2
IDE cell inh	1	0	-5	1	10	3	-3&6&1	8	-4	-1
p-CIP stab down	-4	-2	6	6	4	10	-9	4	-10	6
DNA FID counter	9	-2	-3	-13	1	-13	3	-17	-6	-4
IDE cell activ	3	-2	2	3	x	1	2&4&1	1	5	4
IMP-1 inh	1.4	-1.2	2.1	1.0	-2.9	-2.0	-2.6	-2.6	-1.8	-1.5
VIM-2 inhibitor	12*	-1.2	-3.8	-0.8	-3.7	1.2	-3.0	-2.2	-2.5	-0.8

# Records 37–40 of the list above:
37. NC(N)=NC(=O)c1nc(Cl)c(N)nc1N
38. CN(C)c1ccc(NC(=O)c2cccc(C(=O)Nc3ccc(N(C)C)cc3)n2)cc1
39. O=C(Cc1cccc(C(F)(F)F)c1)NCc1cccc(Cl)c1
40. COc1ccc(-c2[nH]ncc2CN2CCCO2)cc1F
Compound	37	38	39	40
NS3 helicase inh	9	-20	-6	-7
UBC9 SUMO inh	3	-4	-9	16
PfM18AAP inh	-2	7	1	-2
IDE cell inh	-3&6&1	8	-4	-1
p-CIP stab down	-9	4	-10	6
DNA FID counter	3	-17	-6	-4
IDE cell activ	2&4&1	1	5	4
IMP-1 inh	-2.6	-2.6	-1.8	-1.5
VIM-2 inhibitor	-3.0	-2.2	-2.5	-0.8

# (continued)
41. COc1ccc(C(=O)O/N=C(\N)c2ccccc2)cc1OC
42. C[C@H](NC(=O)[C@@H]1CSC2c3ccccc3C(=O)N21)C(=O)NCCc1ccccc1 (stereo partly specified)
43. Cn1c(O)c(N=NC(=O)c2cccc(S(=O)(=O)N3CCCCC3)c2)c2ccccc21
44. O=C(N/N=C/c1c[nH]c2ccccc12)c1ccccc1Cl
45. COc1cc(CN2CCC(n3nccc3NC(=O)C3CCOC3)CC2)ccc1F (stereo unspecified)
46. C[C@@H]1CN(C(=O)c2nc3ccc(Cl)cn3c2CN[C@H]2CCCCNC2=O)C[C@H](C)O1
47. O=C(Nc1cccc(S(=O)(=O)N2CCOCC2)c1)c1ccco1
48. CC(=O)c1cc2c(cc1NS(=O)(=O)c1ccccc1F)OCO2
49. Cc1cccc2c(=O)c(-c3ccc(Cl)cc3)c(NC(=O)c3ccco3)oc12
50. CC1(C)C(C=C(Cl)Cl)C1C(=O)N(Cc1ccc(Cl)cc1)C1CCS(=O)(=O)C1 (stereo unspecified)
51. O=C(c1cccs1)n1cc(C(=S)N2CCOCC2)c2ccccc21
52. CC(Cc1ccccc1)C(=O)N(C)Cc1ccccc1 (stereo unspecified)
Compound	41	42	43	44	45	46	47	48	49	50	51	52
NS3 helicase inh	1	5	-6	-10	1	5	-1	-5	2	-5	1	5
UBC9 SUMO inh	18	x	-5	-4	0	12	-6	13	11	-8	0	-14
PfM18AAP inh	-2	3	-9	3	7	2	-18	-11	3	4	-8	6
IDE cell inh	5	-4	0	x	7	-1	0	3	0	3	5	11
p-CIP stab down	6	-6	0	-9	-10	-2	-12	-11	3	-2	-14	-1
DNA FID counter	-18	-31	2	1	-1	-7	1	-3	-25	-25	1	-12
IDE cell activ	-1	-3	-4	0	7	5	-2	1	5	-2	4	3
IMP-1 inh	-4.0	1.6	-1.6	-2.6	-3.0	-3.5	-2.3	-1.5	-3.9	-4.1	-2.3	-4.2
VIM-2 inhibitor	-2.7	-0.5	-1.9	-1.3	-3.1	-3.5	-0.9	1.3	-1.9	-3.3	-1.7	-4.0
